PMI activator – phosphomannose isomerase (human) activation. 190,000 compounds, 0.005% hits. activation factor at 20 µM. purified human PMI, coupled resazurin fluorescence, 20 min; hits give high values; 1 = vehicle control, 0 substrate-free wells;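 active means activation factor of 2 or more at 20 µM, relative to plate controls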
Target sequence (P34949 whole entry, looked up): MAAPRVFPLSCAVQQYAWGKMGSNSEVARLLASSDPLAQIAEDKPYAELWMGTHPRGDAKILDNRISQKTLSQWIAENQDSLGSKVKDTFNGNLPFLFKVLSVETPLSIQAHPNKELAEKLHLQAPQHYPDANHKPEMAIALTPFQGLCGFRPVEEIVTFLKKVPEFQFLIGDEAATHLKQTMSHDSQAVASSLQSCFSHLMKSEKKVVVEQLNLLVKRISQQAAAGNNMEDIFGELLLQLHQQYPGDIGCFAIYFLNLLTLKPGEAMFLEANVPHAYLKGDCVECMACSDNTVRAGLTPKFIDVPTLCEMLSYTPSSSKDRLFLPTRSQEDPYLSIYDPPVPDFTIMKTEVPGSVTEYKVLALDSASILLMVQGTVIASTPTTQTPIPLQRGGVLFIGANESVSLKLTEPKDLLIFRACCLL
DTT redox prof – compounds producing H2O2 with reducing agent – biochemical, NIH compound library profiling, artefact control for MLSCN library redox annotation, primary screen | DTT-dependent redox cycling H2O2, phenol red/HRP absorbance; 100% = 100 µM peroxide control, 0% = buffer | activation, % at 10 µM | 200,000 compounds, 0.03% hits | AID 878;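 active means activation of at least 50% relative to the plate's high and low controls in the primary single-dose screen; inactive means activation below 50%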;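 further: compound incubated with DTT at 0.8 mM final as the reducing agent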
RAM network inh – inhibitors of the yeast RAM network; S. cerevisiae dse1pr::URA3 reporter, 5-FOA growth OD615, 2 d; analog-sensitive cbk1-as2 kinase mutant strain; inhibition, % at 50 µM; 190,000 compounds, 1.8% hits;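 active means inhibition above a set limit, 3 SD over mean compound inhibition, cut at about 8.4% in these data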;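 further: 0% = DMSO-only wells with no growth and 100% = 10 µM 1-NA-PP1 full growth; inhibition rescues growth on 5-FOA so higher OD means more RAM inhibition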
Hsp70 activator – Hsp70 transcriptional activation, primary screen | HeLa Hsp70 promoter luciferase reporter, luminescence; scaled: vehicle 0, proteasome-inhibitor control 100% | activation, % at 10 µM | 200,000 compounds, 0.04% hits;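 active means activation above the mean across all tested compounds plus 3 SD, cutoff set per campaign, cut at about 5.5% in these data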;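 further: 100% = MG132 at 30 µM as the positive control and 0% = DMSO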
HMGR II inh – inhibitors of class II HMG-CoA reductase from Enterococcus faecalis | purified E. faecalis HMGR, NADPH absorbance 340 nm kinetic | inhibition, % at 10 µM | AID 1066 | 190,000 compounds, 0.41% hits;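 active means inhibition above a set limit, the median over all tested compounds plus 3 SD, cut at about 9.5% in these data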;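 further: enzyme runs in reverse so mevalonate oxidation gives rising NADPH absorbance; 0% = complete reaction with DMSO and 100% = background rate lacking mevalonate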
S1P3 antag – blocks the human S1P3 receptor. CHO S1P3 NFAT-BLA reporter, FRET fluorescence, antagonist mode. Q99500. inhibition, % at 4.98 µM. 170,000 compounds, 0.27% hits;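 active means inhibition above the plate cutoff, the mean inhibition of test wells on that plate plus 3 SD, cut at about 28% in these data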;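 further: cells challenged with S1P at its EC80 of 0.8 µM; blue over green emission ratio from cleaved BLA substrate after 4 h stimulation; 0% = S1P-stimulated wells and 100% = unstimulated DMSO-only wells; some compounds past the cut are filed as inactive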
L major viab – Leishmania major promastigote growth inhibition | Leishmania major promastigotes, resazurin fluorescence viability | inhibition, % at 10 µM | 200,000 compounds, 9% hits | AID 1063; in the data active means inhibition above about 50%;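 further: promastigotes grown with compound for 44 hours at 28 °C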
PMI act satM6P – activators of human phosphomannose isomerase at near-saturating mannose 6-phosphate; coupled PMI enzyme assay, resazurin fluorescence, 20 min; hits give high values; 1 = untreated enzyme, 0 = substrate-free blank; activation factor at 20 µM; 190,000 compounds, 0.34% hits;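 active means activation factor of 2 or more at 20 µM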
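test system = human PMI in coupled enzyme assay | medium = HEPES-buffered pH 7.4 with magnesium and detergent | also added = 1.0 mM mannose-6-phosphate substrate with 0.22 mM NADP+ | compound = 20 µM single dose | times = 20 min incubation at room temperature | measured by = resorufin fluorescence (Ex 544/Em 590 nm) from resazurin via diaphorase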
TNAP inh noacc – blocks human TNAP activity with no phosphate acceptor present | 200,000 compounds, 0.26% hits | P05186 | inhibition, % at 20 µM | AID 1012 | purified TNAP, CDP-star luminescence, 30 min;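 active means tissue-nonspecific alkaline phosphatase inhibition above about 50% at 20 µM in the single-dose screen, limit read from the data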;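 further: 0% = DMSO negative control and 100% = EDTA positive control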
Target sequence (P05186 whole entry, looked up): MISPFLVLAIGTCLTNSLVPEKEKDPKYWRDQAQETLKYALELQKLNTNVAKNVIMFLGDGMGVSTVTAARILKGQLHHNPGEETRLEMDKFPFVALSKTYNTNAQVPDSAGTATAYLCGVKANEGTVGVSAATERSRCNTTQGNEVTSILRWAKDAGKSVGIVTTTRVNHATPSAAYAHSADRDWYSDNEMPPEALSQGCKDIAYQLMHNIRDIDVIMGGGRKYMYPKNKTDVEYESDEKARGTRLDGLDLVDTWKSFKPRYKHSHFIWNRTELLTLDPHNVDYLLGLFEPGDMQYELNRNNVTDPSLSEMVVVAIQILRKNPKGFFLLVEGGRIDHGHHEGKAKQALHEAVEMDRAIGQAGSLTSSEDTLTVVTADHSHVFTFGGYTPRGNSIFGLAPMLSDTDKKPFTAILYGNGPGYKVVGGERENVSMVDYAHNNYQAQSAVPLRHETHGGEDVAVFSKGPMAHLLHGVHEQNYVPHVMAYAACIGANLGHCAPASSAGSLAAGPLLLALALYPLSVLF
TNAP inh hi DEA – inhibitors of human TNAP at high phosphate acceptor concentration; P05186; purified TNAP, CDP-star luminescence, 1 M DEA; inhibition, % at 20 µM; 200,000 compounds, 0.03% hits; AID 1135;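 active means over 50% inhibition of tissue-nonspecific alkaline phosphatase at 20 µM in the single-dose screen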;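 further: plate controls were DMSO wells for no effect and EDTA-quenched wells as full inhibition for full effect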
* = called active by the depositor; · = no result given. Random draw from the library; about 12% have a hit in one of these screens.

SMILES	PMI activator	DTT redox prof	RAM network inh	Hsp70 activator	HMGR II inh	S1P3 antag	L major viab	PMI act satM6P	TNAP inh noacc	TNAP inh hi DEA
CC1CC(C)CN(C2CCN(Cc3cccnc3)CC2)C1 (centres undefined)	0.9	-0.6	1.3	-0.4	-1	·	-4	1	-4	-9
Cc1cc(C)nc(SC2CCOC2=O)n1 (centres undefined)	1	1.1	-0.6	-0.3	1	-2	-11	1	-3	-4
COC(=O)C1C(=O)C=C(Nc2ccc(F)cc2F)CC1c1ccccc1 (centres undefined)	0.8	0.5	0.4	-0.2	-2	4	31	0.9	-3	2
CCOC(=O)c1cnc2ccc(C)cc2c1Nc1ccc(N2CCOCC2)cc1	0.8	1.8	-0.8	0.0	0	·	52*	0.8	-6	-1
CCOC(=O)c1ccc(NC(=O)CSc2ccc(-c3ccncc3)nn2)cc1	1.1	0.2	6.3	-0.3	-3	0	75*	1.1	7	1
O=C(CC12CC3CC(CC(C3)C1)C2)N/N=C\c1ccc[nH]1	1.4	-1.8	0.2	-0.1	-2	-11	16	1.1	-13	2
CCOC(=O)c1ccccc1NC(=O)c1c(F)c(F)c(F)c(F)c1F	1	1.7	2.3	-0.1	-1	-33	11	1	-4	2
CC(=O)Nc1ccc(N2CCN(C(C)=O)CC2)cc1	0.8	2.8	0.6	-0.1	2	-14	-8	0.7	-5	-4
CC1C/C(=N\NC(=S)NC(C)C)CC(C)(C)C1 (centres undefined)	1.1	0.1	1.9	-0.1	-3	·	100*	1.1	-9	-1
COc1ccccc1CNC(=O)C(C)Sc1ccc(C)cc1 (centres undefined)	1	-0.8	2.0	0.6	-6	11	5	1	-12	-7
CC(C)(C)n1nc2c(c1NC(=O)c1ccc(Br)o1)CS(=O)C2 (centres undefined)	1	0.1	2.0	0.0	-3	-1	-2	1	-43	-1
COc1cc(-c2nnc(SCc3c(F)cccc3Cl)o2)cc(OC)c1OC	0.9	2.1	11*	0.1	5	14	82*	0.9	-6	-4
COc1ccc(Cl)cc1NC(=O)NCCCl	1	1.5	1.8	0.0	-7	·	18	0.9	-7	-2
CN1CCC(NC(=O)c2ccncc2)CC1	0.9	-0.6	2.6	-0.4	-6	4	-8	0.9	-7	-3
O=C(Nc1cccc2ncccc12)c1ccc(OCc2ccccc2)cc1	1	-0.4	1.0	0.5	5	-12	-8	1	-41	-10
Cc1ccc(C(=O)NC(=S)NNS(=O)(=O)c2ccc(C)cc2)cc1	0.9	-0.8	5.9	-0.4	-3	-13	2	0.9	6	2
O=C(Nc1ccccc1)Nc1nnc(CSCc2ccccc2Cl)s1	1	-0.4	3.3	-0.4	-9	-10	-5	1	-4	-4
Cc1ncsc1C(=O)NCc1ccc(N2CCCC2=O)cc1	1.1	1.1	2.1	-0.2	-6	10	-5	1.1	-10	-4
COc1ccc(N2CCN(C(=O)CSc3nnc(-c4ccco4)n3C)CC2)cc1	1	-0.6	1.0	-0.2	-1	5	-1	1	-7	1
CC(=Nc1ccccc1)C1=C(O)CC(C)(C)CC1=O	1.1	0.9	-1.1	-0.1	1	6	-6	1	0	5
COc1ccccc1NS(=O)(=O)c1cccc(C(=O)N/N=C/c2ccc(N3CCOCC3)cc2)c1	1	5.0	2.8	-0.2	-8	4	52*	0.9	-13	-5
CC(=O)NC(CCS(C)(=O)=O)C(=O)Nc1cccc(C)c1 (centres undefined)	0.9	-0.4	3.0	0.0	-1	-11	-6	1	-12	-2
CN(CCCN1CCCCC1)C(=O)CCc1nnc(C2CCCCC2)o1	1	-0.4	1.6	-0.4	-3	-5	-3	1	-14	-8
COc1ccc(-n2c(Cc3cccn3C)nnc2SCC(=O)Nc2ccccc2F)cc1	0.9	-1.4	2.3	-0.1	6	36	-5	0.9	-2	-3
CCOc1ccccc1CNC(=O)c1cc2occc2n1C	0.9	-0.8	2.5	-0.3	-5	-53	-5	0.9	-2	-7

Exported field by field: part of the list above
CCOC(=O)c1ccccc1NC(=O)c1c(F)c(F)c(F)c(F)c1F
  PMI activator: 1	DTT redox prof: 1.7	RAM network inh: 2.3	Hsp70 activator: -0.1	HMGR II inh: -1	S1P3 antag: -33	L major viab: 11	PMI act satM6P: 1	TNAP inh noacc: -4	TNAP inh hi DEA: 2
CC(=O)Nc1ccc(N2CCN(C(C)=O)CC2)cc1
  PMI activator: 0.8	DTT redox prof: 2.8	RAM network inh: 0.6	Hsp70 activator: -0.1	HMGR II inh: 2	S1P3 antag: -14	L major viab: -8	PMI act satM6P: 0.7	TNAP inh noacc: -5	TNAP inh hi DEA: -4
CC1C/C(=N\NC(=S)NC(C)C)CC(C)(C)C1 (centres undefined)
  PMI activator: 1.1	DTT redox prof: 0.1	RAM network inh: 1.9	Hsp70 activator: -0.1	HMGR II inh: -3	S1P3 antag: ·	L major viab: 100*	PMI act satM6P: 1.1	TNAP inh noacc: -9	TNAP inh hi DEA: -1
COc1ccccc1CNC(=O)C(C)Sc1ccc(C)cc1 (centres undefined)
  PMI activator: 1	DTT redox prof: -0.8	RAM network inh: 2.0	Hsp70 activator: 0.6	HMGR II inh: -6	S1P3 antag: 11	L major viab: 5	PMI act satM6P: 1	TNAP inh noacc: -12	TNAP inh hi DEA: -7

Additional entries
SMILES	PMI activator	DTT redox prof	RAM network inh	Hsp70 activator	HMGR II inh	S1P3 antag	L major viab	PMI act satM6P	TNAP inh noacc	TNAP inh hi DEA
O=C(OCc1nc2scc(-c3ccccc3)c2c(=O)[nH]1)c1cccc([N+](=O)[O-])c1	0.8	0.4	2.5	-0.6	-6	-1	11	0.8	-1	-1
O=C(C1CC1)N1CCc2cc(S(=O)(=O)N3CCOCC3)ccc21	1.1	-0.6	1.9	-0.2	1	-5	-3	1.1	-7	0
CCN(Cc1nc2ccccc2c(=O)[nH]1)Cc1cc(=O)oc2cc(OC)ccc12	1	-0.6	-1.1	-0.3	2	·	9	1.1	-8	-8
COc1ccc(C(=O)NC2CCN(C(=S)Nc3ccc(C)cc3)CC2)cc1	0.9	0.2	6.3	0.1	0	-17	-3	1	-9	-4
COc1cc(OC)cc(-c2cc3nc(C)c(CCC(=O)O)c(C)n3n2)c1	0.9	-0.9	4.8	-0.6	-2	7	-8	1	-11	-5
CC1Oc2ccccc2N(CC(=O)Nc2ccc3c(c2)OCO3)C1=O (centres undefined)	1	-0.3	3.8	0.2	-3	13	0	0.9	-12	-8
CCC(C)C(NC(=O)/C(=C\c1ccccc1)NC(=O)c1ccc(OC)cc1)C(=O)O (centres undefined)	1.1	-1.9	-0.7	-0.1	1	-14	-7	1	-4	0
O=C(NCCCN1CCOCC1)c1csc2c1CCCC2	0.9	-0.4	0.7	0.1	1	-8	85*	1	-7	-7
COc1cc(OC)cc(C(=O)NC(=S)Nc2ccc(Cl)c(C(=O)O)c2)c1	1	-3.5	1.5	-0.2	-3	·	-6	1	-8	-6
CC1CCCN(C(=O)CSc2nnc3n(C4CCCC4)c(=O)c4ccccc4n23)C1 (centres undefined)	0.9	-1.7	1.3	0.0	-6	23	13	1	-5	-4
COc1ccc(C(=O)Nc2cc(C)on2)cc1[N+](=O)[O-]	1.1	-1.0	0.6	-0.3	-2	17	3	1.2	-5	-1
CN1CCN(C2=C(Cl)C(=O)N(C3CCCCC3)C2=O)CC1	1	18	1.5	-0.2	-5	-83	95*	0.9	-4	1
CSc1nc2sc3c(c2c(=O)n1C)CCCC3	0.9	-0.3	2.4	-0.2	3	-35	-7	1	-15	-6
CCCc1nnc(SCC(=O)N2C(C)CCCC2C)n1CC1CCCO1 (centres undefined)	0.9	0.4	1.5	0.1	1	·	-4	0.9	-10	-5
CCOc1cc(N2CCOCC2)c(OCC)cc1NC(=O)CN1CCc2ccccc2C1	0.8	-1.4	1.6	-0.3	-4	·	42	0.6	-3	-1
CCOc1ccc(S(=O)(=O)NCc2ccccc2Cl)cc1C(N)=O	1.3	1.5	2.5	0.3	-1	-4	42	1.3	8	-5
CCN(CC)C1CCN(C(=O)CCc2nnc(CCCCc3ccccc3)o2)C1 (centres undefined)	0.9	-0.8	0.2	0.1	5	-10	2	1	0	1
O=S(=O)(c1ccc2nc(-c3ccccc3)[nH]c2c1)N1CCN(c2cccc(Cl)c2)CC1	1.1	0.5	2.4	-0.2	1	8	4	1	-12	-5
O=S(=O)(c1ccccc1)c1cnc(-c2cccnc2)nc1-c1ccc(Cl)cc1Cl	0.8	0.3	3.9	-0.2	-1	·	16	0.8	-6	-8
Cc1cccc(N=Nc2ccc(O)c3ncccc23)c1	1	-0.2	4.5	-0.1	-1	-3	100*	0.5	11	37
CCCNC(=O)Cc1c(OC)ccc2cc(Br)ccc12	1	-0.6	1.9	-0.1	-1	1	43	0.7	-4	1
CCOC(=O)Cn1nc(C)c(-c2ccccc2)c1N	1.1	1.1	0.7	-0.2	-4	·	-8	1.1	1	-4
Cc1cc(-c2n[nH]c(=S)n2CC(C)C)cs1	1	-0.1	0.7	-0.3	-5	10	-4	1	12	0
CN1/C(=C\C(=O)COC(=O)CNC(=O)c2ccc3ccccc3c2)C(C)(C)c2ccccc21	1.2	-0.1	6.7	-0.1	-4	-11	14	1.2	-12	-6
O=C(Nc1ccccc1F)C(=O)c1cn(CC(=O)N2CCCCC2)c2ccccc12	0.9	-0.7	0.0	-0.2	-4	5	9	1	2	3
SMILES	PMI activator	DTT redox prof	RAM network inh	Hsp70 activator	HMGR II inh	S1P3 antag	L major viab	PMI act satM6P	TNAP inh noacc	TNAP inh hi DEA
CC(C)(O)C#Cc1ccc(C(=O)N2CCC(C(N)=O)(N3CCCCC3)CC2)cc1	1	0.2	1.5	0.0	0	-1	-4	1.1	-11	-5
COc1ccc2oc(=O)c(-c3nc(C)cs3)cc2c1	1.4	0.7	1.2	-0.1	0	·	-4	1.4	-6	0
COc1ccccc1C(=O)N1CCNC(=O)C1CC(=O)Nc1cccc(C)c1 (centres undefined)	1	0.8	-0.2	-0.1	-11	·	1	1.1	-9	-7
C#CCNC(=O)C1=C[C@H](C(C)(C)C)C[C@H](OCc2ccc(CO)cc2)O1	0.9	-1.1	1.5	0.2	2	-3	24	0.9	-5	-10
Clc1ccc(OCc2nn3c(-c4ccncc4)nnc3s2)cc1	0.9	1.1	4.0	-0.3	2	-9	-1	0.9	-6	-2
CN(c1ccccc1C(N)=O)S(=O)(=O)c1ccccc1	1.1	0.3	0.8	-0.3	-1	-11	-4	1.1	2	7
CCc1sc(C(=O)Nc2cc(Cl)ccc2N2CCCCC2)cc1C	0.9	0.7	14*	-0.4	1	·	3	1	-13	-3
CCOc1cc(S(=O)(=O)n2nc(C)cc2C)ccc1F	0.8	1.7	2.2	-0.2	-10	14	20	0.8	-10	-7
C#CC1(O)CC(C)NCC1(C)CCC#N (centres undefined)	1	1.3	0.8	-0.2	-6	-38	-4	1	-16	-7
CCCCOC(=O)C1=C(C)Nc2ncnn2C1c1ccc(OCC)c(OC)c1 (centres undefined)	1	1.6	1.8	-0.4	4	-14	26	1	-5	-8

Source: PubChem (several laboratories)
